Source: PubChem BioAssay (several laboratories)
TPT1 inh – Candida albicans TPT1 enzyme inhibitors, primary screen, biochemical, fluorescence polarization; tRNA 2'-phosphotransferase TPT1 (Candida albicans SC5314); recombinant caTPT1, FP RNA substrate dephosphorylation; inhibition, % at 5 µM; 300,000 tested, 0.81% active; AID 1962, 2009;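 active = inhibition above the mean of all tested compounds plus 3 SD, set per screening campaign, cut at about 24% in these data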;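 also: plate controls were DMSO alone for no effect and ferristatin control at 100 nM for full effect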
core dimer inh – inhibitors of HCV core protein dimerization, primary screen, biochemical, TR-FRET, high-throughput; 300,000 tested, 0.33% active; AID 1899, 2009; TR-FRET GST/Flag-core106 dimerization, 1536-well; inhibition, % at 5 µM;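 active = inhibition above the mean of all tested compounds plus 3 SD, set per screening campaign, cut at about 45% in these data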
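System – GST-tagged and Flag-tagged HCV core protein residues 1-106 · Repeats – one well for each compound · Technique – TR-FRET 671 and 617 nm emission · Doses – one concentration, 5 µM, in 0.5% DMSO · Times – 4 h, 22.5 °C incubation · Also added – Eu donor and XL665 acceptor anti-tag antibodies · Measure – percent inhibition of core106 dimerization signal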
ZTA DNA inh – counter-screen for EBNA-1 inhibitors: inhibitors of Epstein-Barr virus ZTA; 320,000 tested, 0.15% active; ZTA-DNA binding, fluorescence polarization; P03206; inhibition, % at 11 µM; in the data active = inhibition above about 33%
Target sequence (P03206 whole entry, looked up): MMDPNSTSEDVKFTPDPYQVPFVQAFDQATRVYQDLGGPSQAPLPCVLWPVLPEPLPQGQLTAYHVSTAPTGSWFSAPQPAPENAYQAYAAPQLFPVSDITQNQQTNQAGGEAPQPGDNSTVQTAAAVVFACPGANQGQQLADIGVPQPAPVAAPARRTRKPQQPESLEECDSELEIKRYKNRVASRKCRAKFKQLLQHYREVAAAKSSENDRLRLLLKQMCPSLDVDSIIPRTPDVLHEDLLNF
PP5 inh – PP5 phosphatase inhibitors, primary screen, biochemical, fluorescence; Serine/threonine-protein phosphatase 5 (Homo sapiens), P53041; purified PP5c, OMFP substrate fluorescence; 320,000 tested, 0.18% active; inhibition, % at 6.7 µM; AID 1987, 2009;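 active = inhibition above the campaign's mean inhibition across all tested compounds plus 3 SD, cut at about 9.5% in these data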;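 also: 0% = DMSO only and 100% = 100 µM cantharidin control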
Target sequence (P53041 whole entry, looked up): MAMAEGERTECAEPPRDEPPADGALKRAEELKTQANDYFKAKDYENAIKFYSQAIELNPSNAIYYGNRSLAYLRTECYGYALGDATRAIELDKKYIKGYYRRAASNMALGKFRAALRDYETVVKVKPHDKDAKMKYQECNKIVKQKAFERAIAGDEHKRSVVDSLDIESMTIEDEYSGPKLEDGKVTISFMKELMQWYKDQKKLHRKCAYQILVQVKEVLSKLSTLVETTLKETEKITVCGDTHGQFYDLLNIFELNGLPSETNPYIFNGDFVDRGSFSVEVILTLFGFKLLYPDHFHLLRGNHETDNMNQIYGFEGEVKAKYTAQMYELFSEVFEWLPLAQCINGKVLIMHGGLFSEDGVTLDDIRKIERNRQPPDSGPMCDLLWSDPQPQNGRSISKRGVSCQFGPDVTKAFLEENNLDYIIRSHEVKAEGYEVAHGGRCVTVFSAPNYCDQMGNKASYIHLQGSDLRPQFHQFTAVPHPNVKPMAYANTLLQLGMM
Yeast superoxide – reduction of superoxide in aged yeast, primary screen, HTS; S. cerevisiae aged cells, superoxide DHE fluorescence; active compounds read low; superoxide response (% of plate mean), % at 10 µM; 330,000 tested, 0.18% active; AID 2690, 2010;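 active = superoxide response under a set limit, about three screen SD below normal, cut at about 65% in these data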;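 also: yeast aged for seven days with compound at 30 °C before DHE staining; 100% = average MFI of all compound-treated wells on the plate with controls excluded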
EBNA-1 inhibitor – EBNA-1 DNA-binding inhibitors, primary screen, biochemical, fluorescence polarization; inhibition, % at 14.8 µM; 300,000 tested, 0.34% active; in the data active = inhibition above about 28%
JMJD2C inh – inhibitors of GASC-1 histone demethylase, primary screen, biochemical, fluorescence, DELFIA europium | Lysine-specific demethylase 4C (Homo sapiens), Q9H3R0 | GST-JMJD2C(1-420) H3K9me3 demethylation | inhibition, % at 2.35 µM | 330,000 tested, 0.069% active | AID 2099, 2009;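 active = more than half of a compound's replicate wells show inhibition beyond 50%, single wells judged on their own value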;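 also: signal counts dimethyl H3K9 product captured on neutravidin plate; 0% = median of DMSO wells and 100% = 0.3 times that DMSO median; strong numbers were not always called active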
Fh CTSL1 inh – Fasciola hepatica cathepsin L1 inhibitors, primary screen, counter-screen for PFM18AAP inhibitor project, biochemical, QFRET, fluorogenic peptide substrate. recombinant F. hepatica cathepsin L1, Z-Leu-Arg-MCA fluorescence. inhibition, % at 5.96 µM. 300,000 tested, 0.49% active. AID 1906, 2009;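 active = inhibition above the mean of all tested compounds plus 3 SD, set per screening campaign, cut at about 17% in these data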;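 also: 0% = plate median of test compound wells and 100% = 1 µM Z-Phe-Ala-diazomethylketone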
PP1 counter – PP1-alpha phosphatase inhibitors, primary screen, counter-screen for PP5 inhibitor project, biochemical, fluorescence, OMFP substrate, single point; Serine/threonine-protein phosphatase PP1-alpha catalytic subunit (Homo sapiens), P62136; purified PP1alpha; inhibition, % at 6.7 µM; 320,000 tested, 0.9% active;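 active = inhibition above the mean inhibition of all tested compounds plus 3 SD, computed separately for each screening campaign, cut at about 15% in these data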
Target sequence (P62136 whole entry, looked up): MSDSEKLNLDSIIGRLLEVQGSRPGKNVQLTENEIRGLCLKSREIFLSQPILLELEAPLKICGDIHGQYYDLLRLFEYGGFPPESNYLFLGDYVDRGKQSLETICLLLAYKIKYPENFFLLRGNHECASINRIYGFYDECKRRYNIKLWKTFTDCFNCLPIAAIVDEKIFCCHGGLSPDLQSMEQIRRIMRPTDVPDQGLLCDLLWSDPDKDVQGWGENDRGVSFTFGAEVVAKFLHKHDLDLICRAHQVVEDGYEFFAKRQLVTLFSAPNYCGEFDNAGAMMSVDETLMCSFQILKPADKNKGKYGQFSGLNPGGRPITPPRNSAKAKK
An asterisk follows results filed as active; / = not tested or not shown.

SMILES	TPT1 inh	core dimer inh	ZTA DNA inh	PP5 inh	Yeast superoxide	EBNA-1 inhibitor	JMJD2C inh	Fh CTSL1 inh	PP1 counter
Cc1ccc(-n2nc3c(=O)n(CCCC(=O)NCc4ccccc4F)nc(C)c3c2C)cc1	0	-2	-2	1.6	99	-7	-2	3	-2
C=CCC1c2cccc(C(=O)O)c2C(=O)N1c1ccc(Cl)cc1 (stereo not drawn)	1	-1	8	-4.1	98	10	0	-4	-4
CC1CCCC(C)N1/N=C/c1ccc(N(C)C)cc1 (stereo not drawn)	0	2	4	-0.6	120	-8	3	1	3
O=C(Nc1nncs1)c1cc(S(=O)(=O)N2CCOCC2)ccc1Cl	0	-18	-14	-3.5	124	-12	9	3	4
COc1ccc(OC)c(N(CC(=O)N2CCCCC2)S(=O)(=O)c2ccc(OC)c(OC)c2)c1	-4	3	11	3.1	101	5	5	-3	3
CCOc1ccc(S(=O)(=O)NCCC(=O)NCC2CCCO2)cc1 (stereo not drawn)	/	/	1	-0.1	104	/	-9	/	2
COc1cc(C(=O)N(Cc2cccc(Cl)c2)C2CCS(=O)(=O)C2)cc(OC)c1OC (stereo not drawn)	-3	-2	3	0.1	97	2	6	0	-1
COc1cnc(-c2ccccc2)nc1Oc1ccccc1C	-2	5	-2	5.8	92	-10	9	1	2
O=C(Cc1ccc(Br)cc1)Nc1nc2ccccc2[nH]1	3	-1	-3	-1.4	102	-1	0	-3	-8
CC(=O)NC1=NC(=O)/C(=C/N2CCCCC2)S1	2	1	-27	-1.0	73	-1	0	1	2
COc1ccc2nc(C)cc(N/N=C/c3cccc(OC)c3O)c2c1	10	5	14	1.1	99	-1	2	2	1
Cc1cc2nc(Cl)c(Cl)nc2cc1C	2	13	5	-0.2	98	-3	15	-1	2
CC(Cl)C(=O)Nc1c2c(nn1-c1ccccc1)CSC2 (stereo not drawn)	-5	1	6	-0.8	87	12	2	2	0
CC(C)(C)NC(=O)CN(Cc1cccs1)C(=O)CN1C(=O)C(=O)c2ccccc21	0	1	12	0.2	96	-2	3	4	1
CCCN(CCC)S(=O)(=O)c1ccc2c(c1)CCCN2C(C)=O	1	1	1	-2.0	87	1	21	-1	-4
Oc1[nH]c2ccccc2c1N=Nc1cccc(Cl)c1	5	-3	8	1.9	70	9	-2	5	-2
CCCN(CCC)C(=O)C1CCCN1S(=O)(=O)c1cccc2nsnc12 (stereo not drawn)	-1	-2	3	-2.9	79	-1	3	0	-4
Cc1cccc(Nc2c(F)c(F)c(F)c(F)c2C(=O)O)c1	0	-1	1	-1.0	100	0	3	5	-2
COc1cc2nc(SCC(=O)NCCc3ccccc3)n(Cc3ccco3)c(=O)c2cc1OC	0	-3	-4	0.1	94	6	-4	6	1
CCOc1ccc(N2C(=O)CN(C)C2=S)cc1	-1	-25	-14	1.7	105	-8	-2	1	5
Cc1ncc(CN2CCN(C3CCCC3)C(CCO)C2)s1 (stereo not drawn)	-2	4	0	-1.8	96	1	-3	-1	-7
CC(C)C(=O)NNC(=O)c1csc(-c2cccs2)n1	2	-3	9	-1.9	102	-2	-4	3	-9
COc1ccc(C(=O)N2CC3(CC(c4cccc([N+](=O)[O-])c4)=NO3)C[C@H]2C(=O)NCC(N)=O)cc1 (stereo partly drawn)	0	-3	-3	0.1	98	9	-6	0	1
CSc1nnc(-c2ccncc2)n1CCCN1CCCC1=O	-1	0	-7	2.5	94	14	5	6	-3
O=C(Cc1ccsc1)NNC(=O)c1ccccc1Cl	-1	-2	-13	0.1	97	-14	-4	-3	-5
Cc1oc(/N=C/c2cccc3ccccc23)c(C#N)c1C	6	8	16	-3.1	126	7	0	1	4
Cc1ccc(S(=O)(=O)n2nc(-c3ccc(Cl)cc3)nc2NCc2ccco2)cc1	1	-1	-2	3.9	99	1	19	-1	7
COc1cc(OC)cc(C(=O)NCC2CCCN(Cc3ccc(SC)cc3)C2)c1 (stereo not drawn)	-2	-11	-10	4.4	149	-9	-13	-2	4
Cc1cccc(N2C(=O)CC(N(C(=O)c3ccco3)c3cccc(C)c3)C2=O)c1 (stereo not drawn)	1	2	6	-0.8	115	7	18	-1	8
Cc1cc(C(=O)OCC(=O)N2CC(C)OC(C)C2)c(C)n1-c1ccccc1 (stereo not drawn)	/	/	-4	-0.7	95	/	-5	/	-1
COc1ccc(/C(O)=C2/C(=O)C(=O)N(c3ccccn3)C2c2cccc(Cl)c2)cc1 (stereo not drawn)	-3	14	-1	-2.3	139	8	-7	1	15
Cc1ccccc1CSCC(=O)Nc1c(C)n(C)n(-c2ccccc2)c1=O	0	-5	-9	2.7	90	-3	10	-3	-3
O=S(=O)(c1cc(Cl)cc(Cl)c1)N1CCCC1c1nc2ccccc2s1 (stereo not drawn)	0	0	-17	0.8	97	-3	-1	0	-2
COc1cccc(Oc2cn[nH]c2-c2ccc(O)cc2O)c1	0	-8	3	4.2	96	9	-68	3	4
C1CNCCOCCNCCN1	-3	-8	-5	0.4	89	-13	5	5	2
NC(=O)COC(=O)C1c2ccccc2Oc2ccccc21	-2	-23	-4	-7.6	94	-1	-11	5	4
Cn1nnnc1SCC(=O)Nc1cc(S(=O)(=O)N2CCCC2)ccc1Cl	-1	6	-1	-0.1	110	6	-7	0	-3
CCC(CC)N1CCN(C(=O)c2cccc(Cl)c2)CC1	5	1	10	1.1	102	-1	-10	-2	-2
COc1cc(/C=C2\SC(c3ccc(C)cc3)=NC2=O)ccc1O	80*	-33	7	4.0	86	8	2	-1	2
COc1ccc(CC(=O)NC(C)(C)CC(C)=O)cc1OC	6	-3	2	0.0	89	10	-1	-4	0
O=C(O)CC(Cc1ccccc1)C(=O)Nc1ccc([N+](=O)[O-])cc1 (stereo not drawn)	0	2	16	-1.4	114	-2	-2	-1	-4
COc1ccccc1/C=N/NC(=O)c1cccc2ccccc12	2	13	9	-1.6	88	9	-8	5	-1
O=C(CN1C(=O)COc2ccccc21)N1CCN(c2ccccc2F)CC1	2	-2	0	-2.3	96	14	0	2	-4
CC12CCC(C(=O)Nc3cccc(Cl)c3)(C(Br)C1=O)C2(C)C (stereo not drawn)	2	4	0	-0.7	126	3	4	-1	0
COc1cc(CC(=O)Nc2sc3c(c2C(N)=O)CCCC3)cc(OC)c1OC	-4	3	4	3.2	101	49*	-10	-5	-6
CSc1cc(-c2ccc(Cl)cc2)c(C(=O)N2CCCC2)s1	0	-1	3	1.1	94	-14	2	-5	3
COc1ccc(C(C(=O)NC2CCCCC2)N(C(=O)Cc2c[nH]c3ccccc23)c2ccc(NC(C)=O)cc2)cc1OC (stereo not drawn)	-4	1	-4	2.5	113	4	5	3	-1
Cc1ccc(Cl)cc1NC(=S)N(CCN(C)C)C(C)c1ccccn1 (stereo not drawn)	-2	-7	-1	-1.6	106	4	-5	3	0
Nc1ccc2c(c1)C/C(=C/c1ccco1)C2=O	26*	94*	32	0.3	109	2	-7	-4	51*
O=C(N/N=C/c1c(O)ccc2ccccc12)c1ccc(Br)o1	39*	-7	-2	0.0	91	5	0	4	11
Following part.
SMILES	TPT1 inh	core dimer inh	ZTA DNA inh	PP5 inh	Yeast superoxide	EBNA-1 inhibitor	JMJD2C inh	Fh CTSL1 inh	PP1 counter
CCOc1ccc2[nH]c3nc(SCC(=O)NCC4CCCO4)nnc3c2c1 (stereo not drawn)	-2	13	-5	-0.8	101	2	-8	1	-1
O=C(NC(=S)N(Cc1ccccc1)c1ccccn1)C1CCCCC1	-2	-5	7	-1.5	116	3	-8	-7	-1
O=C(Nc1nc2ccccc2[nH]1)NC1CCCCC1	-5	-16	-5	0.2	96	-4	-3	8	-5
COCCC(=O)N1CCc2ccc(NC(=O)c3ccc(C(F)(F)F)cc3)cc2C1	1	0	-9	1.4	110	-6	2	8	-2
CCn1c(SCC(=O)NC2CCCC2)nnc1-c1ccccn1	3	-5	10	2.2	95	2	6	1	-3
CSCCC(NC(=O)c1ccc(Cl)cc1)C(=O)O (stereo not drawn)	-1	-2	-9	-0.6	94	-2	-5	-1	-5
Cc1ccc(S(=O)(=O)NCCSC(C)(C)C)cc1	0	-4	-22	1.2	92	6	0	-4	-2
FC(F)(F)c1cccc(NC(=S)NNC(=S)Nc2cccc(C(F)(F)F)c2)c1	2	5	6	4.3	103	6	-9	5	3
Oc1c(C(Nc2ccccn2)c2ccccn2)ccc2cccnc12 (stereo not drawn)	-3	-4	10	5.9	92	-13	7	-4	72*
C=CCn1c(SCC(=O)N2CCCC2)nc2scc(-c3cccs3)c2c1=O	-5	10	-14	2.7	95	-13	0	-2	-1

Reprinted at random: 4 entries already listed.
SMILES	TPT1 inh	core dimer inh	ZTA DNA inh	PP5 inh	Yeast superoxide	EBNA-1 inhibitor	JMJD2C inh	Fh CTSL1 inh	PP1 counter
CCOc1ccc2[nH]c3nc(SCC(=O)NCC4CCCO4)nnc3c2c1 (stereo not drawn)	-2	13	-5	-0.8	101	2	-8	1	-1
Oc1c(C(Nc2ccccn2)c2ccccn2)ccc2cccnc12 (stereo not drawn)	-3	-4	10	5.9	92	-13	7	-4	72*
CCn1c(SCC(=O)NC2CCCC2)nnc1-c1ccccn1	3	-5	10	2.2	95	2	6	1	-3
CSCCC(NC(=O)c1ccc(Cl)cc1)C(=O)O (stereo not drawn)	-1	-2	-9	-0.6	94	-2	-5	-1	-5

Continuation.
SMILES	TPT1 inh	core dimer inh	ZTA DNA inh	PP5 inh	Yeast superoxide	EBNA-1 inhibitor	JMJD2C inh	Fh CTSL1 inh	PP1 counter
O=C(c1cccnc1)N1CCN(C(=O)c2cccs2)CC1	4	-1	8	0.0	92	-2	135	1	-1
O=c1[nH]oc(O)c1-c1ncc(C(F)(F)F)cc1Cl	1	-4	9	1.1	99	18	4	-1	0
COc1c(/C=N/NC(=O)c2ccccc2O)c(CCN(C)C(C)=O)cc2c1OCO2	-2	-2	-2	-0.5	95	3	21	-1	-2
CCOC(=O)c1c(-c2ccccc2)oc2ccc(O)c(CN(C)C)c12	-2	-7	7	-1.3	92	0	-15	2	1
COc1cc(OC)cc(C(=O)Nc2cc(NC(=O)c3ccco3)ccc2OC)c1	-9	1	-2	1.2	95	1	11	3	4
O=C(Nc1ccc2nc(-c3cccnc3)[nH]c2c1)c1ccco1	2	-2	11	-1.3	101	5	-1	1	4
O=C1CC(N2CCN(c3ccccc3Cl)CC2)C(=O)N1c1ccccc1 (stereo not drawn)	2	-4	-10	-2.2	89	-6	5	-1	-2
Cc1ccc(C(=O)N/C(=C/c2ccc(Cl)cc2)C(=O)Nc2cccc(C(=O)O)c2)cc1	-1	0	1	0.1	91	17	6	3	2
Cn1c(CCNC(=O)c2ccco2)nc2cc(NC(=O)C3CCCCC3)ccc21	-2	3	15	-0.6	122	0	-3	-1	-6
Cc1c(C(=O)Oc2cccc3cccnc23)cccc1[N+](=O)[O-]	0	1	-20	1.7	79	-14	9	2	0
Cc1ccc2nc(C)c(C(=O)N/N=C/c3cccs3)cc2c1	4	-5	9	-3.1	107	12	-1	0	-1
O=C1OC(Nc2nc3ccccc3s2)c2ccccc21 (stereo not drawn)	-2	3	-9	1.0	92	-3	-15	-3	-3
Cc1c(C(=O)NCCN2CCOCC2)oc2ccc(S(=O)(=O)N3CCCCCC3)cc12	-1	3	-6	-0.4	105	-3	-6	0	-5
